# CYP2C9 activ = increases human cytochrome P450 2C9 activity; hit rate 1.4% among 96,000; recombinant CYP2C9, luciferin-H conversion, luminescence; hits give high values; factor 1 = untreated enzyme, 0 = blocked; P11712; activation factor at 5 µM;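 active = activation factor of 2 or more for CYP2C9 at a 5 µM dose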;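 note: 0 = sulfaphenazole-blocked wells and 1 = vehicle-only wells; values of inactives mirror those of a sister screen read the other way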
# VCAM1 TNFa inh = reduces TNF alpha induced VCAM1 expression in HUVEC; HUVEC TNFa-induced VCAM-1 immunofluorescence, high-content imaging; inhibition, % at 2 µM; hit rate 0.48% among 95,000;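 active = inhibition above the batch mean plus 3 SD, with images confirmed as a hit by eye, cut at about 37% in these data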;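 note: 0% = TNF-stimulated DMSO wells and 100% = unstimulated control wells; not every result past the cut was called active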
# HUVEC tox TNFa = toxic to HUVEC cells under TNF alpha stimulation; AID 848; cell count reduction, % at 2 µM; hit rate 0.17% among 93,000; HUVEC TNFalpha-stimulated, Hoechst cell count, imaging;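 active = cell count reduction exceeding the screen mean by over 5 SD, scaled to untreated wells per plate, cut at about 78% in these data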;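 note: cells counted after 24 h of TNF alpha exposure following the 1 h pretreatment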
# Calb biofilm kill = kills Candida albicans biofilms | hit rate 0.14% among 85,000 | inhibition, % at 6 µM | C. albicans biofilm + clotrimazole, Alamar Blue;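 active = inhibition above 20%; inactive = inhibition below 20%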;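 note: preformed 24 hr biofilms exposed to compound for 48 hr; 0% = biofilm without compound and 100% = blank killed by clotrimazole plus chlorhexidine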
# DAT uptake mod = changed human dopamine transporter uptake under cocaine IC80. Q01959. hit rate 1.3% among 110,000. B-score at 10 µM. AID 449768. LLC-PK1 hDAT cells, [14C]-dopamine uptake with cocaine IC80; actives deviate in either direction;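 active = Z score or B-score, a plate-position-corrected score, falls beyond the plate's 99.7% confidence bounds, in either direction; inactive = both scores lie inside the 99.7% bounds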;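 note: scored against the spread of the other compound wells on the same plate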
# Target sequence (Q01959 whole entry, looked up): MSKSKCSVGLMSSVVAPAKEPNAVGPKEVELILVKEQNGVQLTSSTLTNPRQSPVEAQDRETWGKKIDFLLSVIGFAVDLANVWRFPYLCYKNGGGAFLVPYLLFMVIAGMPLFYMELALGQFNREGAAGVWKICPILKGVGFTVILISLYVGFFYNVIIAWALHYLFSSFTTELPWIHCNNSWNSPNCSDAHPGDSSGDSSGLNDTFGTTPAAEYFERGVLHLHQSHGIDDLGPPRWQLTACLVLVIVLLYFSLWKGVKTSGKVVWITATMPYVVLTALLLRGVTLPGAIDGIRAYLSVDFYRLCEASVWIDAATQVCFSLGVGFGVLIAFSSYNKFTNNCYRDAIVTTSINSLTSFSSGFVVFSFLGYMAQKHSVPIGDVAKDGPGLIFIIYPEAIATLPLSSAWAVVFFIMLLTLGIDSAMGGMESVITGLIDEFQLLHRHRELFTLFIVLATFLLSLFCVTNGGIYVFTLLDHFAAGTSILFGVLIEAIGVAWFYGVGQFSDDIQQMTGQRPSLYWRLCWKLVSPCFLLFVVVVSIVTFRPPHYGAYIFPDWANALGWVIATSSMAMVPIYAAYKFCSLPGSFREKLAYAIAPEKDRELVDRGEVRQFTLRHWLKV
# CYP2C19 inhib = blocks human cytochrome P450 2C19; P33261; CYP2C19 Supersomes, luciferin-H EGE luminescence, 30 min; inhibition, % at 5 µM; hit rate 21% among 96,000;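 active = CYP2C19 inhibition above a set limit at 5 µM in the primary screen, cut at about 50% in these data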;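 note: plate controls were negative control wells for no effect and 2.5 mM tranylcypromine positive control for full effect; values of inactives mirror those of a sister screen read the other way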
# Target sequence (P33261 whole entry, looked up): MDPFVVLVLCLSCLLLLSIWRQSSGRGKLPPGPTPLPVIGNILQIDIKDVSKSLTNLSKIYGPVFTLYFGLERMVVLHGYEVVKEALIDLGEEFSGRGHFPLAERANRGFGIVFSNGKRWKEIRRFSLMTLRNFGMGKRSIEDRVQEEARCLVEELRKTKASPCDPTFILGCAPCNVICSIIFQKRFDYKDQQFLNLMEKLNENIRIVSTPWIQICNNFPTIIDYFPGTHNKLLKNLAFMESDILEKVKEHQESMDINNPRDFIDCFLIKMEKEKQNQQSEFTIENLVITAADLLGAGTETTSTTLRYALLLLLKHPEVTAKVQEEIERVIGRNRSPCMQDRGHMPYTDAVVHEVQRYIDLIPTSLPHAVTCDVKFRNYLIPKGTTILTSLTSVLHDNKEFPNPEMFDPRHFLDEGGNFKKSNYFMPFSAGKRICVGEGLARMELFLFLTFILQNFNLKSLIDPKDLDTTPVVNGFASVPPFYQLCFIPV
# CYP2C9 inh = inhibitors of human CYP2C9. P11712. CYP2C9 Supersomes, luciferin-H conversion, luminescence. inhibition, % at 5 µM. hit rate 20% among 96,000;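 active = blocking of liver enzyme CYP2C9 beyond about 50% at 5 µM, limit read from the data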; note: values of inactives mirror those of a sister screen read the other way
# CYP2C19 activ = increases human CYP2C19 enzyme activity | P33261 | recombinant CYP2C19, luciferin-H EGE luminescence; hits give high values; 0 = fully inhibited enzyme, 1 = untreated enzyme | activation factor at 5 µM | 96,000 tested, under 10 active | AID 1025;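 active = activation factor of at least 2 at 5 µM in the primary screen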;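 note: 0 = wells with 2.5 mM tranylcypromine and 1 = vehicle-only wells; values of inactives mirror those of a sister screen read the other way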
# HUVEC tox IL1B = HUVEC cytotoxicity counter-screen, IL-1B stimulated. HUVEC cell count loss, Hoechst imaging. cell count reduction, % at 2 µM. AID 845. hit rate 0.41% among 94,000;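 active = cell count reduction more than 3 SD above the screen-wide mean, cut at about 70% in these data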;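 note: normalized per plate to untreated control cells as the no-loss baseline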
# * = called active by the depositor; / = not tested or not shown.
SMILES,CYP2C9 activ,VCAM1 TNFa inh,HUVEC tox TNFa,Calb biofilm kill,DAT uptake mod,CYP2C19 inhib,CYP2C9 inh,CYP2C19 activ,HUVEC tox IL1B
N=C1C(c2nc(-c3ccc(F)cc3)cs2)=C(O)CN1Cc1ccc(Cl)cc1,0.5,30,6,/,0.75,45,53*,0.5,-5
COc1ccc(CNC(=O)Cc2nn(C)c(=O)c3ccccc23)cc1,1,11,-13,12,0.81,41,3,0.6,-12
COc1ccc(CCNC(=O)c2cc(-c3ccc(C)c(C)c3O)n[nH]2)cc1OC,0.9,4,-21,7,-0.15,26,10,0.7,-4
COc1ccc(C2C(C(=O)O)CCC(=O)N2c2ccc(OC)cc2)cc1 (stereo unspecified),1.3,-4,-17,2,-0.73,0,-33,1,-12
CCOC(=O)c1cc(C)sc1N1C(=O)C2C3C=CC(C3)C2C1=O (stereo unspecified),1.1,1,10,4,-0.053,14,-10,0.9,-5
COC(=O)c1cccc(NC(=O)C2COc3ccccc3O2)c1C (stereo unspecified),0.7,/,/,/,-0.14,64*,28,0.4,/
COc1ccc(OCC(O)COc2ccc(OC)cc2)cc1,0.5,/,/,3,0.55,89*,50,0.1,/
O=C1CC(N2CCOCC2)C(=O)N1c1ccc2c(c1)OCO2 (stereo unspecified),1.1,-14,7,4,-1.3,-8,-11,1.1,17
Cc1ccc(C)c(N=C2NC(=O)CS2)c1,0.9,/,/,/,-0.43,-4,6,1,/
CCN(CC)C(=O)c1c[nH]c2ccc(S(=O)(=O)Nc3cc(C)cc(C)c3)cc2c1=O,/,-7,-8,9,/,/,/,/,7
CCCCC(CC)C(=O)Nc1ccc(Cl)cn1 (stereo unspecified),0.9,8,-3,3,-0.97,7,8,0.9,22
N#Cc1c(-c2cccs2)cc(-c2ccccn2)nc1N,0.8,5,-12,8,0.11,18,24,0.8,-16
COc1ccc2c(c1OC)C(=O)N(c1ncn[nH]1)C2,1.2,4,-39,1,-0.014,-18,-24,1.2,-10
Cc1nc(SCC(=O)N2CCCc3ccccc32)c2oc3ccccc3c2n1,1,-21,36,10,-0.57,-5,-3,1.1,-3
CC(=O)OC1COC(n2ccc3cc([N+](=O)[O-])ccc32)C(OC(C)=O)C1OC(C)=O (stereo unspecified),/,7,-17,6,0.88,/,/,/,-4
c1nc(NCCN2CCOCC2)c2sc3nc(N4CCOCC4)c4c(c3c2n1)CCC4,0.8,/,/,5,/,8,16,0.9,/
COC(=O)c1c(NC(=O)C2CC=CCC2C(=O)O)sc(C(N)=O)c1C (stereo unspecified),0.7,33,5,2,/,2,29,1,-4
O=C(NC1CC2CCCC(C1)N2S(=O)(=O)c1ccccc1)c1ccccc1 (stereo unspecified),0.7,-10,-8,10,0.0021,63*,32,0.4,-8
C=CCn1c(SCC(=O)Nc2ccc(C(=O)OCC)cc2)nnc1-c1sc(N)nc1C,0.8,92*,-8,5,1.5,19,18,0.8,1
CN(C)S(=O)(=O)c1cccc(COC(=O)C2=COCCO2)c1,0.6,-9,-30,0,-0.44,46,38,0.5,-17
O=c1c2nnn(Cc3ccccc3)c2ncn1C/C=C/c1ccccc1,0.9,/,/,7,0.092,9,11,0.9,/
Cc1cc2cc(CCNS(C)(=O)=O)c(=O)[nH]c2cc1C,1.1,16,42,1,-0.29,-2,-7,1,-10
Cc1c(C(=O)OC(C)C)[nH]c2c1C(=O)CCC2,0.5,21,-7,3,0.75,35,46,0.7,-27
Cc1ccc(S(=O)(=O)N2CCN(C(=O)C3Cc4ccccc4CN3C(=O)c3ccco3)CC2)cc1 (stereo unspecified),0.9,-30,-24,5,-1.1,15,12,0.8,-15
COc1ccc(NC(=O)c2ccc(COc3ccccc3)o2)cc1,0.6,0,6,9,0.0032,21,39,0.8,-20
Nc1nonc1C(=Nc1ccccc1)NO,0.9,8,0,4,-1.1,9,7,0.9,11
O=C1C(=O)N(CNc2ccccn2)c2ccccc21,1.1,-3,-13,/,-0.89,9,-5,0.9,11
O=C(NCC1COc2ccccc2O1)C1CCCN(S(=O)(=O)c2cccc3cccnc23)C1 (stereo unspecified),1.9,13,-38,1,-0.077,75*,-93,0.2,0
CC(C)C(=O)c1cc2c(cc1NC(=O)Nc1cccc3ccccc13)OCCO2,0.5,-3,2,5,/,31,48,0.7,10
CCn1c(SCC(=O)NC)nnc1C(C)C,/,4,-14,-6,0.23,/,/,/,-24

# 2 of these compounds, set out differently:
SMILES | CYP2C9 activ | VCAM1 TNFa inh | HUVEC tox TNFa | Calb biofilm kill | DAT uptake mod | CYP2C19 inhib | CYP2C9 inh | CYP2C19 activ | HUVEC tox IL1B
O=c1c2nnn(Cc3ccccc3)c2ncn1C/C=C/c1ccccc1 | 0.9 | / | / | 7 | 0.092 | 9 | 11 | 0.9 | /
Cc1c(C(=O)OC(C)C)[nH]c2c1C(=O)CCC2 | 0.5 | 21 | -7 | 3 | 0.75 | 35 | 46 | 0.7 | -27

# (next part)
SMILES,CYP2C9 activ,VCAM1 TNFa inh,HUVEC tox TNFa,Calb biofilm kill,DAT uptake mod,CYP2C19 inhib,CYP2C9 inh,CYP2C19 activ,HUVEC tox IL1B
O=C(OCc1nc2ccccc2[nH]1)C12CC3CC(CC(C3)C1)C2,0.8,26,10,/,0.26,28,18,0.7,-10
COCCn1nnnc1C(c1ccccc1)N1CCN(c2ccccc2)CC1 (stereo unspecified),/,7,1,0,-0.48,/,/,/,28
N#CC(C(=O)Nc1ccc(Cl)cc1)=C1Nc2ccccc2N1,1.1,11,-28,9,0.55,-9,-13,1.1,-16
CNC(=O)CC(=O)Nc1ccccc1C(=O)O,1,8,-13,3,-1.2,-9,-1,1.1,9
CCCn1nnc(NC(=O)COc2ccc(C3CCCCC3)cc2)n1,0.1,-68,23,5,-0.8,62*,89*,0.4,7
Cc1ccc(C(=O)NCC(=O)OCC(=O)c2ccc3c(c2)OCCO3)cc1C,0.7,-3,-11,/,-0.46,17,26,0.8,2
O=C(c1csc2c1CCCC2)N1CCCCC1,1.4,3,2,5,-0.32,52*,-38,0.5,11
c1ccc(Cn2c(SCCN3CCOCC3)nnc2-c2cccnc2)cc1,1,-3,-4,4,-0.24,9,-3,0.9,-17
C=CCn1c(SCc2c(C)noc2C)nc2sc3c(c2c1=O)CCCC3,0.2,18,4,4,0.15,22,78*,0.8,-18
CCOC(=O)CC(=O)CSc1nc2c(cc1C#N)CCC2,0.8,10,19,5,0.093,7,19,0.9,0
O=S1(=O)c2cccc3cccc(c23)N1Cc1ccc(-c2nnco2)cc1,0.5,-11,0,9,0.41,68*,53*,0.3,-7
O=C(Nc1c(Cl)cc(Cl)cc1C(=O)NCCN1CCOCC1)c1ccc(Cl)cc1Cl,/,21,2,/,-0.091,/,/,/,29
Oc1[nH]c2ccccc2c1C=Nc1ccc2c(c1)OCO2,0.9,/,/,/,-0.42,19,9,0.8,/
O=C1Nc2ccccc2SC(c2ccccc2)C1O (stereo unspecified),1.2,-8,/,5,0.89,-2,-18,1,10
c1ccc(-n2nnnc2Oc2ccc(-n3ccnc3)cc2)cc1,0,-3,6,7,0.32,100*,99*,0,1
COC(=O)c1nc(C(=O)OC)c(C(=O)OC)nc1C(=O)OC,1.1,2,-16,2,-0.039,-13,-14,1.1,-44
CCn1c2ccccc2c2nc3ccccc3nc21,0.8,-20,-12,4,0.22,20,22,0.8,-30
CC1CCC(C(=O)c2c(O)c3ccccc3oc2=O)CC1 (stereo unspecified),0.8,22,3,5,-0.31,-3,24,1,6
CC1CCCCC1NC(=O)CN1C(=O)NC(Cc2ccccc2)(Cc2ccccc2)C1=O (stereo unspecified),0.8,-15,-20,/,/,60*,20,0.4,9
COC(=O)c1ccccc1NC(=O)CSc1nnc(Cc2ccc(Cl)cc2)o1,0.2,4,-33,7,0.022,91*,82*,0.1,-28
COc1cccc(N(CC(=O)O)S(=O)(=O)c2ccccc2)c1,1.1,20,-15,5,-1.5,-21,-10,1.2,-10
Cc1occc1C(=O)N1CCN(Cc2ccccc2)CC1,0.7,-4,-22,4,0.49,90*,33,0.1,-15
CNS(=O)(=O)c1cnccc1N1CCN(c2cccc(Cl)c2)CC1,0.5,13,-18,/,0.18,58*,48,0.4,13
COc1ccccc1NC(=O)c1nn(C)cc1Br,2.2*,34,37,7,-0.022,39,-122,0.6,7
COc1ccc(OC)c(NC(=O)CSc2nnc(CNC(=O)COc3ccc(Cl)cc3)o2)c1,1.1,-29,-43,-4,0.77,61*,-10,0.4,-40
CCOC(=O)c1c(C)c(C(=O)NCc2ccco2)c(C)n1Cc1ccccc1,0.6,-1,2,8,-0.7,23,37,0.8,3
Cc1ccc2c(Cl)cc(Cl)c(OCc3c(C)noc3C)c2n1,0.9,17,-3,3,-1.8,67*,8,0.3,8
CCc1cccc(CC)c1NC(=O)CSc1nc2ccc(N3C(=O)C4C5C=CC(C5)C4C3=O)cc2s1 (stereo unspecified),0.7,8,2,/,1.4,35,30,0.7,6
Cc1ccn2c(CN3CCOCC3)c(-c3ccccc3)nc2c1,1,5,-3,/,0.16,16,1,0.8,13
C=CCOc1ccc(C2C(C#N)=C(N)N(Nc3ccccc3)C3=C2C(=O)CC(C)(C)C3)cc1OC (stereo unspecified),0.5,21,-6,/,1.1,15,46,0.9,-44
COC(=O)Cn1c(CCS(=O)(=O)c2ccc(C)c(C)c2)nc2ccccc21,1.2,/,/,1,-0.2,61*,-16,0.4,/
COc1ccc(/C(O)=C2/C(=O)C(=O)N(CCCN(C)C)C2c2ccccc2)cc1Cl (stereo unspecified),1,10,-8,8,-0.14,-12,1,1.1,-27
CC(C)c1nnc(-c2ccc(Cl)cc2)c(N(C)C)n1,0.9,15,-11,/,-0.24,33,15,0.7,/
CCCn1nnc(NC(=O)c2sc3ccccc3c2Cl)n1,1.1,-17,1,-3,0.54,61*,-7,0.4,-22
O=c1oc2ccccc2c2c1ncn2CCN1CCOCC1,1.1,4,-11,12,0.15,50*,-14,0.5,17
CC1=C/C(=N\OS(=O)(=O)c2ccccc2)C=CC1=O,/,6,-14,3,/,/,/,/,-49
CC(NS(=O)(=O)c1ccc(CCC(=O)N2CCN(C)CC2)cc1)c1ccccc1 (stereo unspecified),0.9,-6,11,9,-0.28,41,14,0.6,7
COC(=O)c1sccc1NC(=O)c1cc(-c2ccc(C)cc2C)nc2ccccc12,0.4,14,-15,/,-0.87,12,59*,0.9,-4
Cc1ccc(Oc2ccc(Oc3ccc(C)cc3)nn2)cc1,1.5,11,-38,-2,-0.065,14,-49,0.9,-23
S=C1NNC2(NN1)C1CC3CC(C1)CC2C3,/,15,0,4,-0.87,/,/,/,-15
CCOC(=O)N1CCC(Nc2ncnc3c2cnn3-c2ccc(Cl)cc2)CC1,0.9,29,12,8,-0.16,11,6,0.9,-20
CC1(C)CN2C(=S)N(c3ccccc3)C(c3ccccc3)N2C1 (stereo unspecified),0.3,-2,-30,1,-1.5,67*,66*,0.3,/
O=C(NCCc1ccccc1)c1ccc2c(c1)N(Cc1ccccc1)C(=O)CS2=O (stereo unspecified),0.1,/,/,18,0.91,48,86*,0.5,/
Cc1cc(/C=N\NC(=O)CC(=O)NC2CCCCC2)c(C)n1-c1ccc(Cl)cc1,0.5,5,-24,/,-0.73,11,47,0.9,-13
Cc1onc(-c2ccccc2Cl)c1C(=O)NC1CCS(=O)(=O)C1 (stereo unspecified),0.9,0,-8,10,-1.3,16,6,0.8,7
CC1(c2ccc(Cl)cc2)NC(=O)N(CC(=O)N2CCCC2)C1=O (stereo unspecified),1.2,1,-15,8,-0.29,-5,-18,1.1,6
COC(=O)c1nc2nc(C)cc(=O)n2[nH]1,1,8,-19,/,-0.26,0,4,1,23
CS(=O)(=O)N1CCC(C(=O)O)CC1,1.1,11,-21,8,-0.17,5,-13,0.9,1
